# From PubChem
# LGR2 antag = blocks bursicon-induced cAMP signaling via Drosophila LGR2; inhibition, % at 9.99 µM; 0.35% of 380,000 active; HEK293 LGR2, CRE-luciferase, bursicon-stimulated, 4 h;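 active means drop in luminescence signal, shown as inhibition above about 50% in the replicate tests, limit read from the data, passing the limit was not always enough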;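 further: agonist challenge used bursicon conditioned medium at about half maximal strength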
# Cneo AK release = Cryptococcus neoformans lysis via adenylate kinase release. 0.2% of 360,000 active. lysis activity, % at 15 µM. AID 651654. C. neoformans lysis, adenylate kinase release luminescence, 4 h; normalised: neutral wells 0, clomiphene wells 100;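 active means mean lysis activity across replicates of at least 80%, whatever share of replicates individually reach that level; inactive means mean lysis activity below 80%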
#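 read-out = cell lysis signal | test system = log-phase Cryptococcus neoformans yeast cells | input = cells at 5 × 10^6 per mL | medium = fresh YPD growth medium | signal = luminescent adenylate kinase detection reagent | timing = 4 h at 37 °C static, read 1 h later | dosing = single dose | controls = Clomiphene as positive lysis control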
# Xi reactivation = activators of X-chromosome reactivation in mouse fibroblasts. XiGFP mouse fibroblasts, % GFP-positive cells imaging, 3 d; cells co-treated with 5-aza-dC sensitizer; scaled so ellipticine positive control = 100%. 0.055% of 360,000 active. activation, % at 7.58 µM;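 active means mean normalized replicate activation at least 10% and every replicate at or above 10%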;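 further: 0% = median of on-plate neutral control wells and 100% = ellipticine 6 µM median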
#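 Material: XiGFP fibroblasts, SV40-immortalized; Buffer or medium: DMEM containing 5-aza-dC; Compound dosing: single point; Times: 3 days compound exposure.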
# C2C12 statin = suppression of simvastatin myotoxicity; 0.78% of 330,000 active; AID 602340; C2C12 myotubes + simvastatin, ATP luminescence, 48 h; scaled: DMSO 0, geranylgeraniol control 100; rescue of ATP level, % at 7.49 µM;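 active means mean ATP rescue above about 67%, or every replicate alone reaching that limit, limit read from the data, passing the limit was not always enough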;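 further: myotubes were challenged with 10 µM simvastatin during compound exposure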
# * marks the source's active call; other numbers are inactive results; / = not tested or not shown.
no.	Compound	LGR2 antag	Cneo AK release
1	CCN1C(C(=O)c2ccccc2)=C(Nc2ccccc2C)c2ccccc2S1(=O)=O	-8	/
2	Cc1ccc(S(=O)(=O)N2CCOCC2)cc1C(=O)NCCN1C(=O)S/C(=C\c2ccccc2Cl)C1=O	29	/
3	COC(=O)c1ccc(NC(=O)CN(c2ccc3c(c2)OCO3)S(C)(=O)=O)cc1	46	/
4	CN(c1ccc(OCC(=O)OCC(=O)Nc2c(F)c(F)c(F)c(F)c2F)cc1)S(=O)(=O)c1ccc(F)cc1	0	/
5	COc1ccc(C(=O)NC(=S)Nc2ccc(N3CCOCC3)c(Cl)c2)cc1[N+](=O)[O-]	13	/
6	Cc1ccc(N=C2NC(=O)C(CC(=O)NCc3ccccc3)S2)cc1C (centres undefined)	-10	/
7	O=C(NCc1ccccc1)[C@H]1[C@H](CO)[C@H]2Cn3c(ccc(-c4cccnc4)c3=O)[C@H]2N1Cc1cocn1	15	/
8	COCC(=O)Nc1ccc2c(c1)OC[C@@H](C)N(C(C)=O)C[C@H](C)[C@@H](OC)CN(C)C2=O	-3	/
9	Cc1ccc2c(CN3CCN(S(=O)(=O)/C=C/c4ccccc4)CC3)cc(=O)oc2c1	1	/
10	CC(C)Oc1cccc(C(=O)NC(=S)NCc2cccnc2)c1	-5	/
11	COc1ccc(S(=O)(=O)N[C@H]2CC[C@H](CCNC(=O)Cc3ccccn3)O[C@H]2CO)cc1	8	/
12	CS(=O)(=O)N(CC(=O)N1CCCCC1)Cc1ccc(Cl)cc1	13	/

no.	Xi reactivation	C2C12 statin
1	2.4	2
2	-0.1	11
3	0.1	4
4	0.0	1
5	-0.3	-16
6	0.4	-1
7	0.3	-12
8	0.0	6
9	0.1	16
10	-0.1	2
11	0.1	12
12	0.1	1

# New compounds follow
no.	Compound	LGR2 antag	Cneo AK release
13	Cc1ccc(S(=O)(=O)N2CCOCC2)cc1C(=O)Nc1ccc2c(c1)CCC2	5	/
14	CCNC(=O)[C@H]1[C@H](CO)[C@H]2Cn3c(ccc(-c4cccc(F)c4)c3=O)[C@@H]1N2C(C)=O	-2	/
15	CCN(C(=O)COC(=O)c1c(NC(C)=O)sc(C)c1C)C1CCS(=O)(=O)C1 (centres undefined)	11	/
16	COCC(=O)Nc1ccc2c(c1)OC[C@@H](C)N(C(C)=O)C[C@H](C)[C@H](OC)CN(C)C2=O	-9	/
17	CNS(=O)(=O)c1cccc(C(=O)OCc2cc(=O)n3cc(Br)ccc3n2)c1	-2	/
18	COc1ccc(-c2ccc3n(c2=O)C[C@@H]2[C@@H](CO)[C@H](C(=O)N(C)C)[C@H]3N2C(=O)c2cnccn2)cc1	-8	/
19	COC(=O)CN1C(=S)N(Cc2ccccc2)C(=O)C1CC(=O)Nc1ccc(OC)cc1 (centres undefined)	-13	/
20	CCOc1cc(NC(=S)NCC(C)C)c(OCC)cc1NC(=O)c1ccco1	-19	/
21	COc1ccc(-c2ccc3n(c2=O)C[C@@H]2[C@@H](CO)[C@H](C(=O)NCC4CC4)N(C(=O)NC(C)C)[C@H]32)cc1	-8	/
22	CC(=O)N1[C@@H]2c3ccc(-c4ccccc4)c(=O)n3C[C@H]1[C@H](CO)[C@H]2C(=O)NC1Cc2ccccc2C1	-8	/
23	COC(=O)C(Cc1ccccc1)NC(=O)C(CC(C)C)NC(=O)OC(C)(C)C (centres undefined)	4	/
24	CCOc1ccc(N(CC(=O)NN=C2CCN(C)CC2)S(C)(=O)=O)cc1	-4	/

no.	Xi reactivation	C2C12 statin
13	0.4	-1
14	0.1	-3
15	0.0	15
16	0.2	-3
17	0.2	2
18	0.0	-7
19	0.4	-12
20	-0.4	-13
21	0.3	50
22	0.1	2
23	0.1	-5
24	0.0	6

# (listing goes on)
no.	Compound	LGR2 antag	Cneo AK release
25	C[C@@H]1CN([C@@H](C)CO)C(=O)c2cc(N(C)C)ccc2O[C@@H](C)CCCCO[C@@H]1CN(C)C(=O)Nc1ccc2c(c1)OCO2	-7	/
26	Cc1ccc(/C=C/C(=O)OCC(=O)Nc2cccc(S(=O)(=O)N(C)C)c2)o1	4	/
27	COc1ccc(C(=O)Nc2ccc(N3CCN(C(=O)C(C)C)CC3)cc2)cc1[N+](=O)[O-]	-11	/
28	CCOc1cc(C)c(Cl)cc1S(=O)(=O)NC1CC(C)(C)NC(C)(C)C1	14	/
29	Cc1c(Cl)cccc1NC(CC(=O)c1ccccc1)C(=O)O (centres undefined)	-5	/
30	COc1ccc(OC)c(NC(=O)c2c(NC(=O)CCC(=O)O)sc3c2CCCCC3)c1	10	/
31	CCCCN1C(=O)/C(=C/C=C2/CC(C)(C)CN2C)SC1=S	-76	/
32	Cc1cccc(NC(=S)N(Cc2cccs2)Cc2cc3cc(C)cc(C)c3[nH]c2=O)c1	26	/
33	Cc1ccc2c(Cl)c(C(=O)Nc3cccnc3)sc2c1	-5	/
34	COc1ccc(N=C2SC(CC(=O)Nc3cccc(Cl)c3)C(=O)N2Cc2ccco2)cc1 (centres undefined)	7	/
35	CCS(=O)(=O)Nc1ccc2c(c1)C(=O)N(C)[C@@H]1CC[C@@H](CC(=O)N[C@H]3CCN(Cc4ccccc4)C3)O[C@H]1CO2	14	/
36	CN1[C@@H]2c3ccc(/C=C/c4ccccc4)c(=O)n3C[C@@H]2[C@@H](CO)[C@@H]1C(=O)NC1CCC1	-2	/

no.	Xi reactivation	C2C12 statin
25	-0.2	29
26	0.3	-6
27	0.2	3
28	-0.1	2
29	0.0	16
30	0.0	8
31	2.5	-38
32	0.0	-14
33	0.2	-9
34	-0.2	0
35	0.1	-3
36	0.0	14

# Further compounds
no.	Compound	LGR2 antag	Cneo AK release
37	CCNC(=O)NC(=O)C(C)On1nnc2ccc(S(=O)(=O)N(CC)CC)cc21 (centres undefined)	-2	/
38	CO[C@H]1CC[C@@H]2CCOc3ccc(C#N)cc3C(=O)N(C)CCCC(=O)N(C)C[C@H]1O2	3	/
39	CCc1cccc(CC)c1-n1c(SCC(=O)N2CCc3ccccc3C2)nnc1-c1cccnc1	1	/
40	O=C(NCC1CC1)[C@@H]1[C@@H](CO)[C@@H]2Cn3c(cccc3=O)[C@@H]2N1C(=O)Nc1ccccc1	3	/
41	COc1ccc2oc(-c3cccc(NC(=O)CSc4ccc(Cl)cc4)c3)nc2c1	-74	/
42	Cc1c(C(=O)OCC(=O)NCc2ccc3c(c2)OCO3)cccc1[N+](=O)[O-]	-16	/
43	COc1ccc(-n2c(C)cc(/C=C3\SC(=S)N(Cc4ccco4)C3=O)c2C)cc1	-40	/
44	CCCNC(=O)[C@H]1[C@H](CO)[C@H]2Cn3c(ccc(C4=CCCCC4)c3=O)[C@@H]1N2C(=O)CC	0	/
45	CCn1c(SCC(=O)c2ccc(NC(C)=O)c(OC)c2)nnc1-c1ccc(NS(C)(=O)=O)cc1	-6	/
46	CN(C)C(=O)[C@@H]1[C@@H](CO)[C@@H]2Cn3c(ccc(-c4cncnc4)c3=O)[C@H]1N2C(=O)NC1CCCC1	7	/
47	CC=Cc1ccc2n(c1=O)C[C@@H]1[C@@H](CO)[C@H](C(=O)NCC)N(Cc3ccccc3Cl)[C@H]21 (mixture of isomers)	10	/
48	Cc1sc(NC(=O)c2ccco2)c(C(Nc2ccccn2)c2ccccc2)c1C (centres undefined)	-3	/

no.	Xi reactivation	C2C12 statin
37	0.0	-7
38	0.0	20
39	0.1	-8
40	0.6	-9
41	0.0	-24
42	0.2	2
43	3.8	10
44	0.4	-15
45	0.7	4
46	0.3	17
47	0.5	7
48	0.2	19

# Complete entries, looked up by structure. Screens in order: LGR2 antag	Cneo AK release	Xi reactivation	C2C12 statin
# `Cc1c(C(=O)OCC(=O)NCc2ccc3c(c2)OCO3)cccc1[N+](=O)[O-]` in the list: -16	/	0.2	2
# `COc1ccc(-n2c(C)cc(/C=C3\SC(=S)N(Cc4ccco4)C3=O)c2C)cc1` in the list: -40	/	3.8	10
# `CCn1c(SCC(=O)c2ccc(NC(C)=O)c(OC)c2)nnc1-c1ccc(NS(C)(=O)=O)cc1` in the list: -6	/	0.7	4
# `COc1ccc2oc(-c3cccc(NC(=O)CSc4ccc(Cl)cc4)c3)nc2c1` in the list: -74	/	0.0	-24

# (next part)
no.	Compound	LGR2 antag	Cneo AK release
49	COC(=O)c1sccc1NC(=O)c1c(-c2ccccc2)noc1C	-18	/
50	CCCn1c2c(c(=N)c3c1CCC3)CCCC2	9	/
51	Cc1ccc(S(=O)(=O)c2cn(Cc3ccc(F)cc3)c3cc4c(cc3c2=O)OCO4)cc1	15	/
52	Cc1ccc(NC(=S)c2ccc(N(C)C)cc2)cc1	-44	/
53	C=C(C)C(=O)NC1=NN(c2ccccc2)C(=O)C1	34	/
54	CCN1C(=O)/C(=C/c2ccc(N3CCCC3)cc2)NC1=S	30	/
55	CC1=C(C(=O)Nc2cccnc2)C(c2cccnc2)n2ncnc2N1 (centres undefined)	-5	/
56	CC(=O)Nc1ccc(Nc2cc(C)nc3c(-c4ccc(Cl)cc4)cnn23)cc1	-48	/
57	CCCCNS(=O)(=O)c1ccc2nc(SCC(=O)Nc3cc(C)cc(C)c3)[nH]c2c1	4	/
58	Cc1cc(C)nc(NC(=O)C(c2ccccc2)c2ccccc2)c1	-5	/
59	NC1=NC(=O)/C(=C\C=C\c2ccccc2)S1	-1	/
60	CN(C)c1ccc(C(=S)N2CCNCC2)cc1	13	/

no.	Xi reactivation	C2C12 statin
49	-0.1	0
50	0.0	-98
51	0.4	1
52	-0.1	-9
53	-0.1	-24
54	1.9	-2
55	0.5	0
56	0.3	-46
57	0.1	0
58	0.4	-2
59	0.1	-6
60	-0.1	-1

# (list continues)
no.	Compound	LGR2 antag	Cneo AK release
61	Cn1cc(Cl)c(-c2n[nH]c(=S)n2-c2ccccc2)n1	2	/
62	CC(CCc1ccccc1)NC(=O)CSc1ccccc1 (centres undefined)	-24	/
63	Cc1cc(/C(O)=C2\C(=O)C(=O)N(CCN(C)C)C2c2ccncc2)ccc1OCc1ccccc1 (centres undefined)	-16	/
64	C[C@@H]1CN([C@H](C)CO)C(=O)Cc2cc(NC(=O)Cc3cn(C)c4ccccc34)ccc2O[C@H]1CN(C)S(=O)(=O)c1ccc(Cl)cc1	3	/
65	CC=Cc1ccc2n(c1=O)C[C@H]1[C@H](CO)[C@@H](C(=O)N[C@H](C)c3ccccc3)[C@@H]2N1Cc1cccnc1 (mixture of isomers)	-16	/
66	O=C(CSc1nnc(Nc2ccccc2)s1)NN1C(=O)NC2(CCCCC2)C1=O	6	/
67	O=C(NC(=S)NCC1CCCO1)c1ccc(Cl)cc1Cl (centres undefined)	22	/
68	CO[C@H]1CC[C@@H]2CCN(C)C(=O)C[C@H](c3ccccc3)CN(C)C(=O)c3cc(C#N)ccc3OC[C@@H]1O2	11	/
69	COC(=O)c1ccc(NC(=S)NC2CCCCC2C)cc1 (centres undefined)	-9	/
70	Cc1ccc(C23CC4CC(CC(C(=O)OCC(=O)NC5CCS(=O)(=O)C5)(C4)C2)C3)cc1 (centres undefined)	4	/
71	CCCCCCn1nc(C(=O)Nc2nc3c(s2)CCCC3)c2ccccc2c1=O	-3	/
72	CCC(C)(C)C1CCC(=NNC(=O)c2ccc(Br)o2)CC1 (centres undefined)	2	/

no.	Xi reactivation	C2C12 statin
61	0.6	-16
62	0.2	-2
63	0.3	-12
64	0.0	37
65	0.2	-12
66	-0.2	-1
67	-0.1	-5
68	0.2	-5
69	-0.1	-2
70	0.2	-4
71	0.1	-9
72	-0.1	-12

# Following part.
no.	Compound	LGR2 antag	Cneo AK release
73	O=C(Nc1ccc(Cl)c([N+](=O)[O-])c1)C(NCCCO)c1ccccc1 (centres undefined)	4	0
74	CCOC(=O)c1c(NC(=O)COc2ncnc3ccccc23)sc(C)c1CC	-7	12
75	CCN1C/C(=C/c2cccc([N+](=O)[O-])c2)C(=O)/C(=C/c2cccc([N+](=O)[O-])c2)C1	84*	2
76	CCc1ccc(Nc2nnc(SCC(=O)Nc3cccc(S(=O)(=O)NC4=NCCCCC4)c3)s2)cc1	-24	-21
77	CCC1(CC)Cc2ccccc2C(C2=C(O)CC(C)(C)CC2=O)=N1	4	-1
78	CCN(CC)S(=O)(=O)c1ccc(N2CCCC2)c(NS(=O)(=O)c2ccc(OC)cc2)c1	-18	-1
79	CCNC(=S)N1CCN(c2cccc(C(F)(F)F)c2)CC1	3	-3

no.	Xi reactivation	C2C12 statin
73	0.0	/
74	0.2	/
75	0.5	/
76	0.2	/
77	-0.1	/
78	0.1	/
79	0.0	/

# This is a subset; count on the stated rates, not on these rows.
